Bioassay records (PubChem BioAssay)
PNC inhibitor: blocks assembly of the perinucleolar compartment; AID 2417; activity change (PNC), negative = inhibition, % at 10 µM; actives 3.1% (n = 140,000); PC3M PTB-GFP, PNC prevalence imaging, 16 h; stronger effect = lower value;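 active means readout at or below -70, meaning at least 70% loss of cells showing the perinucleolar compartment, a nuclear body marking cancer cells; inconclusive means readout between -30 and a set limit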;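 further: plate controls were DMSO wells for no effect and camptothecin positive control wells for full effect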
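PC3M cells stably expressing PTB-GFP, 750–1000 cells/well, treated 16 h at 37 °C with compound (23 nl of library stock), in duplicate. After paraformaldehyde fixation and Hoechst stain, imaged at 20x; PNC prevalence scored by image analysis.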
ALOX12 inhib: inhibitors of human 12-lipoxygenase (ALOX12); P18054; purified 12-hLO, xylenol orange hydroperoxide absorbance; Potency, µM (titrated, usually from 57.1 µM), without a hit: at the top dose activity change, negative = inhibition, usual class: inhibitors; actives 0.12% (n = 150,000); AID 1452; further: potency means the concentration at half of the fitted maximal effect; nearly all actives have a fitted effect of over 55% in size; many of its hits are not listed in these tables
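Xylenol orange chromogenic assay: hydroperoxide from 12hLO oxidises Fe(II), giving red-shifted Fe(III)-XO absorbance. Conditions: 150 nM enzyme, 40 uM arachidonic acid, 25 mM Hepes pH 7.0, 0.01% Triton X-100, 30 min, room temperature.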
ALOX15B inhib: inhibitors of human 15-lipoxygenase 2 (ALOX15B); O15296; purified 15hLO-2, xylenol orange hydroperoxide absorbance; Potency, µM (highest dose often 57.1 µM), for inactives: at the top dose activity change, negative = inhibition, most hits filed as inhibitors; actives 0.56% (n = 110,000); AID 881; further: potency means the concentration at half of the fitted maximal effect; nearly all actives have a fitted effect of over 60% in size; many of its hits are not listed in these tables
Target sequence (O15296 whole entry, looked up): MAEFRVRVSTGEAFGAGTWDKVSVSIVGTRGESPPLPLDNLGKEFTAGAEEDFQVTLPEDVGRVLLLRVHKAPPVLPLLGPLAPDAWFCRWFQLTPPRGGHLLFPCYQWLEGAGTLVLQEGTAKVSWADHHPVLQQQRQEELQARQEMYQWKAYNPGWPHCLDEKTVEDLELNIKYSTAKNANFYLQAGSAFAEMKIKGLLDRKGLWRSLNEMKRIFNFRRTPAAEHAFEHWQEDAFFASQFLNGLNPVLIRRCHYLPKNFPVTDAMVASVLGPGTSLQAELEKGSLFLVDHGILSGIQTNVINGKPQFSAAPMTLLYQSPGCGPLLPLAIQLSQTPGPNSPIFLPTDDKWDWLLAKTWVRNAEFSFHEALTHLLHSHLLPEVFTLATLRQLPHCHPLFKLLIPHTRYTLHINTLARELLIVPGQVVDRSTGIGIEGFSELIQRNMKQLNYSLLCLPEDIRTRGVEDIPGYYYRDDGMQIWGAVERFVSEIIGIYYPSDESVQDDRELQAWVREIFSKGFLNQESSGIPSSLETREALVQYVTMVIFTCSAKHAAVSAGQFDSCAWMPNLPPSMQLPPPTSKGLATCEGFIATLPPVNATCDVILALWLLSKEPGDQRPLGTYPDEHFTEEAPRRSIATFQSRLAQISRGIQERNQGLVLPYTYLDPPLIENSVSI
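Enzyme 50 nM, AA 45 uM, 25 mM Hepes pH 7.5 + 0.01% Triton X-100; cpd preinc 15 min RT, rxn 90 min RT; stop/detect with 200 uM XO + 300 uM Fe(II) in 50 mM H2SO4, 30 min; A573/A405.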
IMPase inh: IMPase inhibition in cells | inhibition (IP1 accumulation), % at 46.1 µM | AID 901 | P97697 | 120,000 tested, under 10 active | CHO-M1 cells, IP1 accumulation, HTRF TR-FRET ratio; active means well fitted curve in the direction sought with a large enough effect in the signal ratio, not every such curve was filed as active; inconclusive means small, poorly fitted or top-dose-only effect, or a change in a side signal; inactive means no such curve, though single readings can be large or run the other way; the % refers to the signal ratio;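 further: cells stimulated with carbachol in lithium chloride buffer; plate controls were DMSO basal wells for no effect and reference inhibitor wells for full effect; higher means more IMPase inhibition seen as more IP1 and lower FRET ratio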
Target sequence (P97697 whole entry, looked up): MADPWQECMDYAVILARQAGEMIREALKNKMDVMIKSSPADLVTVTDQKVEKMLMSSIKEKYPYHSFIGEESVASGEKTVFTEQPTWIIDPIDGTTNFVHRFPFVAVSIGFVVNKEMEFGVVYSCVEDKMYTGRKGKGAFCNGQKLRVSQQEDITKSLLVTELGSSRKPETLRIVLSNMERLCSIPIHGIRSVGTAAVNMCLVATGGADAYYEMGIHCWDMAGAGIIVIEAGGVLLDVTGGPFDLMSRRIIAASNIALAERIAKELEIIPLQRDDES
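CHO-M1 cells (CHO stably expressing M1 receptor), compound up to 46 uM final, stimulated with carbachol (50 uM as added) in buffer with 50mM LiCl, pH 7.4, 30 min at 37C. Cytosolic IP1 read by TR-FRET; AC50 from Hill fits.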
The depositor's hits bear a star; ? = inconclusive; . = not tested or not shown; [ ] = remark or other dose. Unless noted, the call rests on the fitted dose curve; in most records, active means well fitted curve in the direction sought with a large enough effect; inconclusive means small, poorly fitted or top-dose-only effect, or another doubt; inactive means no such curve, though single readings can be large; an effect the other way counts as inactive or inconclusive. Unless noted, on the % scale 0 is the no-effect control and ±100 the full control effect. The list is partial (hit frequency here may not be typical).

Keys: A = PNC inhibitor; B = ALOX12 inhib; C = ALOX15B inhib; D = IMPase inh
CCOCCOC(=O)c1[nH]c2c(c1C)C(=O)CC(c1ccc(N(C)C)cc1)C2 (stereo unspecified)
  A = -25	B = -4%	C = -5%	D = 11
COc1ccc(OCC(O)CN2CCCCC2)cc1 (stereo unspecified)
  A = -19	B = -11%	C = 7%	D = -1
O=C(NCC(=O)N(Cc1ccco1)C(C(=O)NC1CCCCC1)c1cccnc1)c1ccco1 (stereo unspecified)
  A = 24	B = 2%	C = 4%	D = 4
Cc1ccc(S(=O)(=O)Nc2ccc(Cl)cc2)cc1NC(=O)Cn1cnc2c1c(=O)n(C)c(=O)n2C
  A = 32	B = -1%	C = .	D = .
CCC(=O)N1CCN(c2ccc(OC)cc2[N+](=O)[O-])CC1
  A = -26	B = 1%	C = -2%	D = 3
O=[N+]([O-])c1ccc(C(=Nc2cccc3ccccc23)N2CCOCC2)cc1
  A = ?	B = -2%	C = 10%	D = 10
O=C(Nc1cccc(F)c1)c1ccccc1
  A = -1	B = 9%	C = 0%	D = 5
COc1ccccc1CNc1ncnc2ccc(-c3ccccc3CN(C)C)cc12
  A = .	B = 4%	C = 56%[activator]	D = .
CCn1c(=O)c(C(=O)CN2c3ccccc3CC2C)c(N)n(Cc2ccccc2)c1=O (stereo unspecified)
  A = 16	B = 1%	C = .	D = -1
CCCCCCC(=O)N/N=C/c1ccc(Br)cc1
  A = ?	B = -2%	C = .	D = .
CCS(=O)(=O)C(=C1Nc2ccccc2N1)S(=O)(=O)CC
  A = ?	B = -3%	C = .	D = 6
Cn1c(=O)c2c(SCc3ccccn3)nc(CC(C)(C)C)nc2n(C)c1=O
  A = 13	B = -3%	C = 3%	D = 7
O=S(=O)(c1ccccc1)N(Cc1ccccc1)c1ccccn1
  A = -17	B = -2%	C = -7%	D = 0
COC(=O)c1ccc(/C=N/NC(=O)c2ccccc2Cl)cc1
  A = ?	B = 0%	C = .	D = .
CN(C)/N=N/c1nc[nH]c1C(N)=O
  A = .	B = -4%	C = -4%	D = .
Cc1ccccc1Cn1nc(C)c(NC(=O)C(F)(F)F)c1C
  A = ?	B = 2%	C = .	D = .
COC(=O)[C@@H]1CC[C@H](C)[C@@H](c2ccc(C)cc2)N1C(=O)c1ccc(/C=N/OCC[C@@H]2C=C[C@H](OC(C)=O)[C@@H](COC(C)=O)O2)cc1
  A = 32	B = -2%	C = .	D = .
CCOC(=O)c1ccc(/C=C2/C=C(c3ccccc3)N(c3ccc(Cl)c(C(=O)O)c3)C2=O)cc1
  A = 26	B = -18%	C = .	D = .
COCCN(CC(=O)Nc1ccc(F)cc1)S(=O)(=O)c1ccc(S(=O)(=O)N2CCCC2)cc1
  A = ?	B = -5%	C = -6%	D = -24
O=C(COc1cccnc1[N+](=O)[O-])Nc1ccccc1Sc1ccccc1
  A = 0	B = -6%	C = .	D = -2
Cc1cc(C)c2c(N)c(C(=O)Nc3ncc(C)s3)sc2n1
  A = -7	B = -6%	C = .	D = -16
COc1ccc2c(c1)O[C@@H](c1ccc3c(c1)OCO3)[C@H](OC(=O)Nc1cc(OC)c(OC)c(OC)c1)C2=O
  A = ?	B = -5%	C = .	D = .
COc1cccc2c(=O)n(CC(=O)N3CCCCC3)ccc12
  A = -22	B = -1%	C = -1%	D = -4
Cc1ccccc1CSCC(=O)c1c(N)n(CC(C)C)c(=O)n(C)c1=O
  A = 40	B = 12%	C = -6%	D = -4
COc1ccc(N=Nc2nc3ccc(Br)cc3n2C)cc1
  A = -20	B = 1%	C = -29%	D = 0
COc1ccc(/C=C2\SC(=N)N(c3nccs3)C2=O)cc1OC
  A = -11	B = 0%	C = .	D = 8
CC(C)OC(=O)c1cccc(C(=O)OCc2ccco2)n1
  A = -10	B = -5%	C = 21%	D = -2
CSc1ncc(Cl)c(C(=O)Nc2ccc(S(=O)(=O)N3CCOCC3)cc2)n1
  A = -12	B = -2%	C = 1%	D = ?
N[C@H](Cc1ccc(F)cc1)C(=O)O
  A = .	B = -2%	C = -10%	D = 0
O=C(N/N=C/c1ccc2c(c1)OCO2)c1sc2cccc(Cl)c2c1Cl
  A = ?	B = 4%	C = -3%	D = 3
O=C(CCc1nc2ccccc2s1)Nc1ccccc1
  A = 47	B = 5%	C = .	D = -2
COc1ccc2[nH]c3c(=O)n(CCCCC(=O)N4CCC(C(N)=O)CC4)c(=S)[nH]c3c2c1
  A = ?	B = -6%	C = -13%	D = ?
Cn1cnnc1SCC(=O)N1N=C2/C(=C/c3ccco3)CCCC2C1c1ccco1 (stereo unspecified)
  A = ?	B = -26%	C = -30%	D = -1
O=c1c(C/C=C/c2ccccc2)c(O)nc2n1CCCS2
  A = -15	B = -2%	C = 2%	D = 6
COc1ccc(S(=O)(=O)N2CCCCCC2)cc1N(C)S(=O)(=O)c1ccccc1
  A = ?	B = 2%	C = .	D = 0
CC(NC(=S)Nc1ccc(S(=O)(=O)N2CCOCC2)cc1)C1CC2CCC1C2 (stereo unspecified)
  A = 11	B = ?	C = .	D = .
CCOC(=O)COc1cccc2c(=O)n(CC(=O)N3CCN(C(=O)OCC)CC3)ccc12
  A = ?	B = 1%	C = .	D = -6
CC(=O)Nc1ccc(S(=O)(=O)NCCSCc2ccccc2Cl)cc1
  A = ?	B = -1%	C = .	D = .
CCOc1ccccc1C(=O)NC(C(=O)Nc1ccccc1N1CCOCC1)C(C)C (stereo unspecified)
  A = 11	B = -2%	C = 3%	D = 4
COc1cc(/C=C2/CCC/C(=C\c3cc(O)c(OC)c(Cl)c3)C2=O)cc(Cl)c1O
  A = -5	B = -4%	C = ?	D = -2
CCOC(=O)c1c(NC(=O)/C=C/c2ccc3c(c2)OCO3)sc(C)c1C
  A = -5	B = -1%	C = -17%	D = 0
CCOC(=O)C(C(=O)OCC)C1N=C(N)N=C2Oc3ccccc3N21 (stereo unspecified)
  A = ?	B = -10%	C = 2%	D = -6
COc1ccc(NC(=S)N(CCCN2CCOCC2)Cc2cn(C)c3ccccc23)cc1
  A = ?	B = -1%	C = .	D = 4
CC(=O)[C@@]1(O)CC[C@H]2[C@@H]3CCC4=CC(=O)CC[C@]4(C)[C@H]3[C@@H](O)C[C@@]21C
  A = 0	B = 0%	C = .	D = .
COc1ccc(CCC(=O)N2c3ccccc3CC2C)cc1 (stereo unspecified)
  A = 32	B = -2%	C = 3%[2.29 µM]	D = 3
CN1CCN(CC(=O)NC2CCCCC2)CC1
  A = -15	B = 2%	C = 5%	D = -3
CCCCn1c2c(c(=N)c3c1CCC3)CCC2
  A = ?	B = -5%	C = -9%	D = 10
CCCS(=O)(=O)c1nc(S(=O)(=O)c2ccc(C)cc2)c(NCc2ccco2)s1
  A = 3	B = 1%	C = .	D = 5
C=C(C)C(=O)OCCCCCCCCCC
  A = .	B = -2%	C = 3%	D = .
CCOC(=O)c1cnc2c(cnn2C)c1NCCC(O)C(F)(F)F (stereo unspecified)
  A = -26	B = 4%	C = 9%	D = 1
CCNC(=S)NNC(=O)c1cc(-c2cccc(OC)c2)nc2ccccc12
  A = 12	B = -8%	C = .	D = .
c1coc(-c2nnc3sc(C4CCCCC4)nn23)c1
  A = -3	B = -9%	C = 2%	D = 7
O=C(CSc1nc2ccccc2c2ccccc12)c1ccccc1
  A = .	B = 1%[11.4 µM]	C = -7%[11.4 µM]	D = .
O=C(CCC(=O)N1CCN(C2CCCC2)CC1)Nc1nnc(C(F)(F)F)s1
  A = ?	B = -3%	C = 10%	D = 3
CCC(=O)NCCCCNC(=O)CC
  A = 24	B = -3%	C = -3%	D = -3
COc1cc(S(=O)(=O)N2CCC(O)(c3cccc(C(F)(F)F)c3)CC2)ccc1-n1cnnn1
  A = 63	B = -9%	C = -6%	D = -17
COc1cccc(-c2nn(-c3ccccc3)cc2C(=O)n2nnc3ccccc32)c1
  A = 30	B = 3%	C = 6%	D = -3
Cc1cc(C)c2c(c1)C1C=CCC1C(c1ccc(S(=O)(=O)N3CCOCC3)cc1)N2 (stereo unspecified)
  A = 39	B = -6%	C = ?	D = 0
O=C(c1cc([N+](=O)[O-])ccc1N1CCOCC1)N1CCCCC1
  A = 36	B = 2%	C = .	D = .
CCOC(=O)C1CCN(Cc2coc3c(Cl)cc(Cl)cc3c2=O)CC1
  A = -17	B = -11%	C = -21%	D = 5

(cont.)
Keys: A = PNC inhibitor; B = ALOX12 inhib; C = ALOX15B inhib; D = IMPase inh
COc1ccc(N(CC(=O)Nc2ccc(C)cn2)S(=O)(=O)c2c(C)noc2C)cc1
  A = -80*	B = -8%	C = 25%	D = -12
COc1ccc(C(C)=O)cc1CSc1nnc(C)s1
  A = -3	B = 0%	C = -1%	D = -3
Cc1cc(=O)oc2cc(Nc3ccccc3)ccc12
  A = 27	B = 3%	C = .	D = -5
CCc1nc(SCC(=O)Nc2nccs2)c2oc3ccccc3c2n1
  A = -17	B = 4%	C = -8%	D = -3
CC(=O)Nc1ccc(S(=O)(=O)NC2=C(N3CCN(c4ccc(F)cc4)CC3)C(=O)c3ccccc3C2=O)cc1
  A = 1	B = -13%	C = -13%	D = 22
Cc1ccc(-n2nnnc2SCC(=O)NC2CCCc3ccccc32)cc1 (stereo unspecified)
  A = -12	B = -2%	C = .	D = -9
C=CCn1c(N2CCCCCC2)nc2c1c(=O)[nH]c(=O)n2C
  A = ?	B = -2%	C = 0%	D = -7
O=C(Cc1cc(=O)[nH]c(=O)[nH]1)NCc1ccc(Cl)cc1
  A = ?	B = -1%	C = .	D = .
Fc1cccc(-c2nn[nH]n2)c1
  A = -5	B = -4%	C = 7%	D = -2
COc1ccc(N=NC2=C(O)CC(C)(C)CC2=O)cc1
  A = 9	B = -20%	C = ?	D = 7
NC(=O)C1CCN(CC(=O)Nc2ccccc2Sc2ccccc2)CC1
  A = 15	B = 4%	C = .	D = 2
CN(CC(=O)NCCCN1CCOCC1)S(=O)(=O)c1ccc(Br)cc1
  A = 8	B = -4%	C = -3%	D = 9
CCCCNC(=O)CSc1nnc(-c2ccco2)n1C
  A = ?	B = 11%	C = 2%	D = 5
Cc1cnnc2ccc3c(no[n+]3[O-])c12
  A = -14	B = -6%	C = 5%	D = 10

In the list so far, 11 contain two or more sulfur atoms.
Keys: A = PNC inhibitor; B = ALOX12 inhib; C = ALOX15B inhib; D = IMPase inh
CCS(=O)(=O)C(=C1Nc2ccccc2N1)S(=O)(=O)CC
  A = ?	B = -3%	C = .	D = 6
COCCN(CC(=O)Nc1ccc(F)cc1)S(=O)(=O)c1ccc(S(=O)(=O)N2CCCC2)cc1
  A = ?	B = -5%	C = -6%	D = -24
Cc1cc(C)c2c(N)c(C(=O)Nc3ncc(C)s3)sc2n1
  A = -7	B = -6%	C = .	D = -16
COc1ccc(/C=C2\SC(=N)N(c3nccs3)C2=O)cc1OC
  A = -11	B = 0%	C = .	D = 8
CSc1ncc(Cl)c(C(=O)Nc2ccc(S(=O)(=O)N3CCOCC3)cc2)n1
  A = -12	B = -2%	C = 1%	D = ?
COc1ccc(S(=O)(=O)N2CCCCCC2)cc1N(C)S(=O)(=O)c1ccccc1
  A = ?	B = 2%	C = .	D = 0
CC(NC(=S)Nc1ccc(S(=O)(=O)N2CCOCC2)cc1)C1CC2CCC1C2 (stereo unspecified)
  A = 11	B = ?	C = .	D = .
CC(=O)Nc1ccc(S(=O)(=O)NCCSCc2ccccc2Cl)cc1
  A = ?	B = -1%	C = .	D = .
CCCS(=O)(=O)c1nc(S(=O)(=O)c2ccc(C)cc2)c(NCc2ccco2)s1
  A = 3	B = 1%	C = .	D = 5
COc1ccc(C(C)=O)cc1CSc1nnc(C)s1
  A = -3	B = 0%	C = -1%	D = -3
CCc1nc(SCC(=O)Nc2nccs2)c2oc3ccccc3c2n1
  A = -17	B = 4%	C = -8%	D = -3
